Source: PubChem
STK33 inh: inhibitors of purified STK33 kinase, primary screen, biochemical, ADP-Glo luminescence, homogeneous, cell-free | inhibition, % at 10 µM | AID 2661, 2010 | 0.073% of 320,000 active | MBP phosphorylation;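 active = inhibition at or above 25%, using the most active replicate where run in duplicate; inactive = inhibition below 25%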
Target sequence (Q9BYT3 whole entry, looked up): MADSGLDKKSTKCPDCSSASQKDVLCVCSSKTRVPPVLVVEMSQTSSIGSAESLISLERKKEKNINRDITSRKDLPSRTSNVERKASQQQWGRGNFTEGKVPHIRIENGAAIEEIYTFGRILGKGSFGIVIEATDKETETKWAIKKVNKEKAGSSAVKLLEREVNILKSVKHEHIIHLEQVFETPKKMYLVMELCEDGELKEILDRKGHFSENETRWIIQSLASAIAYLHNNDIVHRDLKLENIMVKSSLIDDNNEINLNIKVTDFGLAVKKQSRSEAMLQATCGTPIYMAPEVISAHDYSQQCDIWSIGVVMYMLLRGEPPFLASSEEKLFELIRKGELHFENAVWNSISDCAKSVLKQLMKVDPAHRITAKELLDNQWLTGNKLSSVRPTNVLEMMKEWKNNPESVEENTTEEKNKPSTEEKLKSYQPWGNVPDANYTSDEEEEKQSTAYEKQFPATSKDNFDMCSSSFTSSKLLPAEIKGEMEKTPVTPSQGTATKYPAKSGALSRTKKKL
OX1R antag-1: OX1R (HCRTR1) antagonists, primary screen, fluorescence, CHO/OX1R cells, Fluo-8 calcium, orexin A. Fluo-8 calcium fluorescence. inhibition, % at 5 µM. 0.43% of 330,000 active. AID 434989, 2010;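 active = inhibition above its plate's threshold, mean inhibition of all tested compounds on the plate plus 3 SD, cut at about 37% in these data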;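 also: 0% = orexin A challenge wells and 100% = SB-334867-A antagonist wells; not every result past the cut was called active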
Target sequence (O43613 whole entry, looked up): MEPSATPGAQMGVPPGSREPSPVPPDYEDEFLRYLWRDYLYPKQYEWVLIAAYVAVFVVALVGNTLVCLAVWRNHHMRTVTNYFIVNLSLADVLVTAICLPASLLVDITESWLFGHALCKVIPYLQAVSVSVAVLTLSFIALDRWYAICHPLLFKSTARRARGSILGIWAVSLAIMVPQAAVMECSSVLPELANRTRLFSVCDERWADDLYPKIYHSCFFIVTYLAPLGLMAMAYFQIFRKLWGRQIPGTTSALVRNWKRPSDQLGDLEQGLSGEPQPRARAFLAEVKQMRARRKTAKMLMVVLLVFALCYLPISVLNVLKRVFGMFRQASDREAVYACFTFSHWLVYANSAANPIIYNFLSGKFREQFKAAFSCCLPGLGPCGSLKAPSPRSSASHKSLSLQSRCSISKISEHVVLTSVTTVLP
OX1R antag-2: antagonists of human orexin 1 receptor (OX1R). inhibition, % at 6.6 µM. OX1R-expressing cells, FRET antagonist read-out. 1.8% of 330,000 active. Orexin/Hypocretin receptor type 1 (Homo sapiens), O43613. AID 485270, 2010; in the data active = inhibition mostly above about 38%, no sharp cut-off; inactive = mostly below about 40%;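 also: 0% = agonist challenge alone and 100% = reference antagonist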
An asterisk follows results filed as active; / = not tested or not shown.

item | SMILES | OX1R antag-1 | OX1R antag-2 | STK33 inh
1 | CN(C)c1ncc(S(=O)(=O)c2ccc(Cl)cc2)c(-c2ccccc2)n1 | -18 | 16 | -1.0
2 | COc1ccc(Cl)c2sc(N3CCN(C(=O)c4ccco4)CC3)nc12 | -17 | 3 | 0.6
3 | CC(=O)c1cc(CN2CCC(N3CCC(C(=O)N4CCCC4)CC3)CC2)cs1 | -20 | 7 | -2.0
4 | O=C(Nc1cc(Cl)cc(Cl)c1)C1CCCC1 | 4 | 22 | -0.5
5 | Cc1ccc(C(=O)Oc2oc(-c3ccccc3)nc2C=Nc2ccc(N(C)C)cc2)cc1 | -12 | 12 | -0.3
6 | CCn1c(COc2cccc(OC)c2)nnc1SCC(=O)N1CCOCC1 | -7 | 2 | -0.3
7 | Cc1[nH]n(-c2ccccc2)c(=S)c1C=NCCCN=Cc1c(C)[nH]n(-c2ccccc2)c1=S | -17 | -1 | 0.9
8 | CC(C)(C)c1ccc(OCC(=O)N/N=C/c2ccc(N3CCOCC3)cc2)cc1 | -18 | 2 | -0.8
9 | COc1cc(CN2CCC(n3nccc3NC(=O)CCCc3ccccc3)CC2)ccc1F | -8 | 20 | 0.6
10 | COc1ccccc1CCNC(=O)C1CCCO1 (configuration not stated) | -2 | 2 | -0.8
11 | CCc1ccc(N(C(=O)c2snc(C(N)=O)c2N)C(C(=O)NC2CCCC2)c2ccncc2)cc1 (configuration not stated) | -16 | 21 | 0.7
12 | CCN1CCc2c(sc(NC(=S)NC(=O)c3ccccc3)c2C#N)C1 | -17 | 35 | -0.2
13 | CNC(=S)NNC(=O)c1cc(-c2cccnc2)nc2ccccc12 | -1 | 24 | 0.7
14 | O=C(NCCS(=O)(=O)N1CCN(c2cccc(Cl)c2)CC1)C1CCCC1 | -18 | 19 | -0.4
15 | OC(CN1CCN(c2ccc(C(F)(F)F)cn2)CC1)c1ccccc1 (configuration not stated) | -19 | 4 | 0.6
16 | C#CCOCCOCCOCCNc1nc(N2CCN(C(=O)[C@H](CCCCN)n3cc([C@@H](N)C(C)CC)nn3)CC2)nc(N2CCN(C(=O)[C@H](Cc3ccc(O)cc3)n3cc([C@@H](N)CC(C)C)nn3)CC2)n1 (some centres not stated) | -25 | 9 | -0.3
17 | Cc1ccc(S(=O)(=O)N2CCCC2C(=O)OCc2nc3ccccc3s2)cc1 (configuration not stated) | 5 | 18 | -0.6
18 | Cc1ccc(OCc2cc(C(=O)NC3CCCCC3)no2)cn1 | -16 | 24 | /
19 | CCOC(=O)c1nn(-c2ccccc2)c2nnc(Cc3ccc(C)cc3)c(=O)n12 | -25 | 14 | -1.4
20 | O=S(=O)(c1ccc(Cl)cc1)N1CCN(C2CCN(Cc3ccccc3)CC2)CC1 | -34 | 9 | -1.9
21 | CCOc1c(CNCCCSc2nc(C)cc(C)n2)cccc1OC | -14 | 13 | 0.3
22 | COc1ccc(CN2C(=O)c3cccnc3C2=O)cc1S(=O)(=O)N1CCOc2ccc(Cl)cc21 | -5 | 18 | -0.5
23 | Cc1cc2nc(-c3ccccc3)cc(=O)n2[nH]1 | -10 | -1 | -3.7
24 | Cc1sc(NC(=O)CN2CCCC2)nc1-c1ccc2c(c1)CCN2C(=O)c1ccc(F)cc1 | -22 | 14 | 1.4
25 | O=C(O)c1ccc(N2C(=O)CC(N3C(=O)/C(=C/c4ccc(Cl)cc4)SC3=S)C2=O)cc1 (configuration not stated) | -8 | 6 | 1.1
26 | COc1ccc(CCNS(=O)(=O)c2ccc(Br)cc2)cc1 | -6 | 9 | -1.3
27 | Cc1sc2nc(C3CC3)nc(SCC(=O)N3CC(=O)Nc4ccccc43)c2c1C | -19 | 5 | -0.2
28 | COc1ccc(CCNC(=O)c2cccs2)cc1 | -24 | 6 | -1.3
29 | CCSc1nc(-c2ccc(OC)cc2)ccc1C#N | -24 | 37 | -1.4
30 | O=C(CSc1nnc(NC(=O)C2CC2)s1)Nc1cccc(F)c1 | -6 | 12 | -0.6
31 | COc1ccc(-c2noc(CCCC(=O)NC3CCCCC3)n2)cc1 | -20 | 23 | -0.4
32 | NC(=O)C1(N2CCCCC2)CCN(C(=O)c2cccs2)CC1 | -10 | 11 | -0.2
33 | CN(C)S(=O)(=O)Nc1cccc(-c2cn3c(n2)SCC3)c1 | -4 | 4 | 2.9
34 | Cc1ccc(C)c(OCC(O)CN2CCC(C)CC2)c1C (configuration not stated) | -18 | -40 | 1.2
35 | CCC(=O)c1ccc(OCC(=O)OCC(=O)N2CCCc3ccccc32)cc1 | -6 | 8 | -2.2
36 | Cc1cc(C)c(NC(=O)CN2CCOCCOCCOCCOCC2)c(C)c1 | -24 | 7 | 0.1
37 | Cc1occc1C(=O)NNC(=O)C1CCCC1 | -11 | -4 | -1.1
38 | Cc1csc(NC(=O)c2ccc(N3CCCC3=O)cc2)n1 | -5 | 9 | 1.2
39 | C/C(=N\NC(=O)c1ccn(C)n1)c1cccc(NC(=O)c2ccncc2)c1 | -16 | 8 | -2.4
40 | CC(=O)NC1(NC(C)=O)CCN(C)CC1 | -11 | 0 | 0.8
41 | CCC(C)(C)n1nnnc1C(C(C)C)N(CCCO)Cc1cc2cc(C)ccc2[nH]c1=O (configuration not stated) | -27 | 61 | -1.5
42 | COC(=O)c1ccc(CO/N=C2\CCCc3nonc32)cc1 | -14 | 31 | 0.5
43 | Cn1c(SCC(N)=O)nnc1-c1ccc(S(=O)(=O)N2CCCC2)cc1 | -1 | 15 | -1.3
44 | COc1ccc(C(CCN)c2ccc3c(c2)OCO3)cc1 (configuration not stated) | -7 | -9 | -0.4
45 | CC1CCN(C(=O)N[C@@H](Cc2ccccc2)C(=O)O)CC1 | -3 | 20 | -0.6
46 | Cc1ccc(S(=O)(=O)NCCNC(=O)c2cc(OCC(F)(F)F)ccc2OCC(F)(F)F)cc1 | -23 | 23 | -1.2
47 | CC[C@@H]1C/C=C\Cc2ccccc2[C@@H](C(=O)C[C@H](O)CC(C)=O)OC1=O | -11 | 1 | -0.1
48 | N#Cc1ccc(OCC(=O)OCC(=O)Nc2cc(C(F)(F)F)ccc2N2CCOCC2)cc1 | -14 | 10 | -1.4
49 | COc1ccc(/C=C/C(=O)NC(=S)NNC(=O)c2cnccn2)cc1 | -6 | -1 | -0.9
50 | O=C(C1CCC(CNS(=O)(=O)c2cccs2)CC1)N1CCN(c2ccc(F)cc2)CC1 (configuration not stated) | -20 | 24 | -0.7
51 | Fc1ccc(N/N=C/c2ccncc2)c(F)c1 | -9 | 7 | -0.1
52 | N#Cc1ccccc1CSc1ccccn1 | -10 | -2 | -0.6
53 | CCCNc1c(NS(=O)(=O)c2ccc(C)cc2C)c(=O)oc2ccccc12 | -18 | 42 | 0.8
54 | CCOC(=O)CNS(=O)(=O)c1ccc2c3c(cccc13)C(=O)N2CC | -26 | 34 | 0.1
55 | CC(=O)CSc1cc(-c2ccccc2)nc2ncnn12 | -4 | 4 | -0.1
56 | O=C(CNC(=O)c1ccc(Cl)cc1)c1ccc(Br)cc1 | 8 | -8 | 0.9
57 | COc1cccc(NC(=S)N2CCN(C)CC2)c1 | -8 | 1 | -1.0
58 | COc1ccc(Oc2nc(-c3ccccc3)ncc2C(=O)O)cc1 | -24 | 7 | 0.2
59 | Fc1cccc(CN(C2=NCCN2)c2c(Cl)cccc2Cl)c1 | -12 | 7 | -1.1
60 | COC(=O)c1ccccc1NC(=O)CCCn1nc([N+](=O)[O-])cc1C | -16 | 16 | 1.2

By substructure, the compounds so far containing a furan ring, fused or not (two)
item | SMILES | OX1R antag-1 | OX1R antag-2 | STK33 inh
2 | COc1ccc(Cl)c2sc(N3CCN(C(=O)c4ccco4)CC3)nc12 | -17 | 3 | 0.6
37 | Cc1occc1C(=O)NNC(=O)C1CCCC1 | -11 | -4 | -1.1

In the list so far, 3 have an NH in an aromatic ring:
item | SMILES | OX1R antag-1 | OX1R antag-2 | STK33 inh
7 | Cc1[nH]n(-c2ccccc2)c(=S)c1C=NCCCN=Cc1c(C)[nH]n(-c2ccccc2)c1=S | -17 | -1 | 0.9
23 | Cc1cc2nc(-c3ccccc3)cc(=O)n2[nH]1 | -10 | -1 | -3.7
41 | CCC(C)(C)n1nnnc1C(C(C)C)N(CCCO)Cc1cc2cc(C)ccc2[nH]c1=O (configuration not stated) | -27 | 61 | -1.5

Remaining list, next part:
item | SMILES | OX1R antag-1 | OX1R antag-2 | STK33 inh
61 | CCN(CC)S(=O)(=O)c1ccc2c(c1)nc(SCC(=O)N(C)C1CCS(=O)(=O)C1)n2CC (configuration not stated) | -20 | 16 | -1.2
62 | CS(=O)(=O)Nc1ccccc1N=C(c1ccccc1)c1ccccc1 | -9 | -7 | -0.1
63 | CCC(=O)c1cn(CC(=O)NCc2cccnc2)c2ccccc12 | 3 | 19 | -1.1
64 | CCOC(=O)c1sc(NC(=O)c2ccc(OC(C)=O)cc2)nc1C | 1 | 34 | 0.0
65 | CCOC(=O)/C(C#N)=C\c1cccnc1 | 5 | 22 | 0.4
66 | Cc1nc(C(=O)N2CCCC(C(=O)c3ccc(Cl)cc3)C2)cs1 (configuration not stated) | 5 | 14 | -1.7
67 | COC(=O)c1ccc(C(=O)OC)c(NC(=S)N2CCC(N3CCCCC3)CC2)c1 | -18 | 5 | -1.4
68 | COCCCNC(=O)C(F)(F)C(F)(F)C(=O)NCCCOC | -10 | 3 | -1.0
69 | CCOC(=O)CNC(=O)C1c2cc(OC)c(OC)cc2C(=O)N(C)C1c1ccccc1F (configuration not stated) | -5 | 5 | -0.9
70 | CC(C)Oc1ccc(CNC(=O)CCC(=O)N2CCSc3ccccc32)cc1 | -12 | 0 | -1.2
71 | Cc1ccc2nc(-c3ccc(NC(=O)C(C)N4C(=O)c5ccccc5C4=O)cc3)sc2c1 (configuration not stated) | -20 | 12 | -0.7
72 | CCOC(=O)c1c(NC(=O)c2ccccc2C)sc2c1CC(C)(C)OC2 | -28 | 16 | 0.2
73 | COC(=O)c1ccc(COc2ncnc3ccccc23)o1 | -14 | 5 | -0.6
74 | COc1ccc(C2=NOC(C(=O)NCc3ccccc3)C2)cc1 (configuration not stated) | -6 | 2 | -1.4
75 | COc1ccc(/C=C(/Sc2nnc(-c3ccc(Cl)cc3)o2)C(=O)O)cc1 | -18 | 12 | -2.1
76 | C=CCN=C(NC#N)SCC(=O)NCc1ccccc1 | -10 | 15 | -0.2
77 | CCCCn1c(N)c(N(CC(C)C)C(=O)c2cnccn2)c(=O)[nH]c1=O | -7 | 7 | -1.1
78 | COc1cccc(NC(=O)CSc2nnc(C3CCCCC3)n2N)c1 | -19 | 6 | -0.1
79 | OCCC1CN(Cc2ccc(F)cc2Cl)CCN1CCc1ccccc1 (configuration not stated) | -36 | -1 | 0.4
80 | COc1ccc(C2C(C(N)=O)=C(C)Nc3nc(-c4cccc(Cl)c4)nn32)cc1OC (configuration not stated) | -28 | 15 | -4.7
81 | Cc1ccc(S(=O)(=O)N2CCCCCC2)cc1C(=O)Nc1cccnc1 | -19 | 32 | -0.3
82 | O=C(CSc1nnc(NC(=O)C2CC2)s1)Nc1ccc(F)cc1 | -22 | 25 | -2.3
83 | CCCn1c(NC(=O)c2cccc(S(=O)(=O)N3CCCC3)c2)nc2ccccc21 | -33 | 24 | 44*

By substructure: the compounds so far containing a cyano group (6)
item | SMILES | OX1R antag-1 | OX1R antag-2 | STK33 inh
12 | CCN1CCc2c(sc(NC(=S)NC(=O)c3ccccc3)c2C#N)C1 | -17 | 35 | -0.2
29 | CCSc1nc(-c2ccc(OC)cc2)ccc1C#N | -24 | 37 | -1.4
48 | N#Cc1ccc(OCC(=O)OCC(=O)Nc2cc(C(F)(F)F)ccc2N2CCOCC2)cc1 | -14 | 10 | -1.4
52 | N#Cc1ccccc1CSc1ccccn1 | -10 | -2 | -0.6
65 | CCOC(=O)/C(C#N)=C\c1cccnc1 | 5 | 22 | 0.4
76 | C=CCN=C(NC#N)SCC(=O)NCc1ccccc1 | -10 | 15 | -0.2

Single values from the list.
compound 28 in STK33 inh: -1.3
compound 47 in OX1R antag-1: -11
compound 73 in OX1R antag-1: -14
compound 70 in STK33 inh: -1.2
